14-3-3 PPI = alters human 14-3-3 gamma binding to Raf peptide; actives 0.19% (n = 160,000); inhibition, % at 40 µM; P61981; FP, 14-3-3gamma / TMR-pS259-Raf peptide binding; in the data active means inhibition above about 30%;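 further: 0% = protein plus tracer without compound and 100% = blank with tracer alone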
Target sequence (P61981 whole entry, looked up): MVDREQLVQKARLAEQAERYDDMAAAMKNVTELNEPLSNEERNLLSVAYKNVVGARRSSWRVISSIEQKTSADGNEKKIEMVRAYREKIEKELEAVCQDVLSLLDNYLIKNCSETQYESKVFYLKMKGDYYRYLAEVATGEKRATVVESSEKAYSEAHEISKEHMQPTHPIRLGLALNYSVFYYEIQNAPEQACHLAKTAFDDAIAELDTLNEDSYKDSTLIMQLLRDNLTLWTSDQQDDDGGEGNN
Active calls of the source: *; & = joins results of further samples.

SMILES | 14-3-3 PPI
Cc1cccn2cc(CCNS(=O)(=O)c3ccc4c(c3)OCCO4)nc12 | -5
CCC(=O)Nc1nc(-c2ccc(OC)c(Br)c2)cs1 | -1
CC(=O)Oc1ccc(C2(C)CC(C)(C)NC(=S)N2C)c(OC(C)=O)c1 (configuration not stated) | -10
Cc1ccc(N=C2SC(C(=O)Nc3ccccc3F)CC(=O)N2C)cc1Cl (configuration not stated) | -7
COc1ccc(C2C3=C(CC(C)(C)CC3=O)NC3=C2C(=O)CC(C)(C)C3)cc1Cl | -2
CCCCCOC(=O)C1=C(C)NC(=O)NC1c1ccc(F)cc1 (configuration not stated) | 1
O=C(COC(=O)c1ccco1)Nc1ccc2c(c1)OCCO2 | -3
N=c1c[n+](N2CCOCC2)[n-]o1 | -3&2
O=[N+]([O-])c1cnc(Nc2ccccc2)nc1Nc1ccccc1 | 12
CN1CCN(C(=O)c2cc3nc(-c4ccc(Cl)cc4)cc(C(F)(F)F)n3n2)CC1 | -5&-5
CC(C)(C)c1cc(NC(=NS(=O)(=O)c2ccc(Br)cc2)c2ccccc2)no1 | -8
Cc1cc(NC(=O)CSc2nnc(-c3ccncc3)n2N)ccc1Br | -6
Cc1ccccc1N1OC2C(=O)N(c3ccc(Cl)cc3)C(=O)C2C1c1ccco1 (configuration not stated) | -11
O=C(Nc1ccc(N2CCN(C(=O)c3ccc(Cl)cc3)CC2)cc1)c1ccc(Br)o1 | -3
S=C(S)N1CCCC1 | 2
CC1CCN(C(=O)c2ccc(S(=O)(=O)Cc3cccc(F)c3)c([N+](=O)[O-])c2)CC1 | 1
COc1ccc([N+](=O)[O-])cc1NC(=O)CCN1CCN(c2ccccc2OC)CC1 | 1
COc1cccc(NC(=O)CSc2nncn2N)c1 | 0
O=C1c2ccccc2NC(c2ccc(F)cc2)N1Cc1ccco1 (configuration not stated) | -2&-5
Cc1c(NC(=O)c2cc3c(=O)n4ccccc4nc3s2)c(=O)n(-c2ccccc2)n1C | -13
C/C(NC(=O)c1ccccc1)=C1/C(=O)CC2C1C2(C)C (configuration not stated) | -8
COc1ccc(-n2nc(C(=O)Nc3ccc4c(c3)OCO4)c3c4ccccc4n(C)c3c2=O)cc1 | 4
CN1C=CC=C/C1=C(\C#N)c1nc2ccccc2[nH]1 | -2
CCOC(=O)c1sc2nc(SCc3cc(F)cc4c3OCOC4)n(Cc3cccs3)c(=O)c2c1C | -21
COCCN(C(=O)Cn1nnc2ccccc21)C(C(=O)NC1CCCC1)c1cccc(OC)c1OC (configuration not stated) | -4
Cc1c(-c2cccc(Cl)c2)nc2ccccc2c1C(=O)NCCN1CCOCC1 | -3
COc1ccc(CC(=O)NCC2(c3ccccc3)CCOCC2)cc1 | -7
COc1ccc(-n2cnc3c(cnn3CCC#N)c2=N)cc1 | 3
Cc1occc1C(=O)Nc1ccc(Br)cc1 | -27
COC(=O)CS(=O)(=O)c1cc(Br)cc2c1N(C(C)=O)CC2 | 2&-7
Cc1c(NC(=O)Nc2ccc(Cl)c(Cl)c2)c(=O)n(-c2ccccc2)n1C | 3
Cc1ccc(C2=NN(CC(=O)NC3CC3)C(=O)CC2)cc1 | -8
COc1ccccc1CNC(=O)c1ccc2c(c1)N(Cc1ccccc1C)C(=O)CS2 | -9
CC1CCC(N2C(=O)C3C(C(=O)Nc4ccc(Cl)cc4)C4C=CC3(O4)C2C(=O)NC2CCCC(C)C2C)CC1 (configuration not stated) | -15
CC(=O)N1CCc2cc(Br)cc(S(=O)(=O)CC(=O)NC3CCCc4ccccc43)c21 (configuration not stated) | -5
O=C(c1cc2nc(-c3ccc(Br)cc3)cc(C(F)(F)F)n2n1)N1CCCCCC1 | -7
CCOC(=O)N1CCC(NS(=O)(=O)c2cc3c(cc2Cl)NC(=O)CO3)CC1 | -15
CC(=O)N1C(=O)NC2C1NC(=O)N2C(C)=O (configuration not stated) | -2
COc1cc(C2NC(=O)NC(O)(C(F)(F)F)C2C(=O)c2cccs2)ccc1OCc1ccc(Cl)cc1 (configuration not stated) | -2
Cc1ccc(C(=O)COC(=O)C(C)N2C(=O)C3C4C=CC(C4)C3C2=O)cc1 (configuration not stated) | 1
COC(=O)c1ccc(NC(=O)CN2C(=O)CCC2=O)cc1 | -4
COc1ccc(C2(CNC(=O)c3ccc(Br)o3)CCCC2)cc1OC | 0
O=C(NC1CCCCCCC1)c1cccs1 | 11
COc1ccc2nc(NC(=O)CSc3nc4cccnc4n3C)sc2c1 | -11
CCOC(=O)NC(C(F)(F)F)(C(F)(F)F)P(=O)(c1ccccc1)c1ccccc1 | -20
Cc1cc(C)n(C(=O)CNC(=O)c2cccc(F)c2)n1 | -6
Cc1ccc(-n2ncc3c(=O)[nH]c(SC(C)C)nc32)cc1 | 0
CCCCN(CCCC)S(=O)(=O)c1ccc(C(=O)Nc2nnc(CSC)o2)cc1 | 0
O=c1nc2n(-c3ccc(Cl)cc3)c3ccc([N+](=O)[O-])cc3cc-2c(=O)[nH]1 | 0
Cc1cccc2nc(C(F)(F)F)nc(=O)n12 | 7
COc1ccc(S(=O)(=O)N(C)CC(=O)Nc2ccc3c(c2)OCCO3)cc1OC | -1
COc1ccc(CNC(=O)C(=O)Nc2ccccc2F)cc1 | 6
O=C(O)c1ccc(N2CCN(c3ccccc3)CC2)c([N+](=O)[O-])c1 | -3
COC(=O)c1cc(C(=O)Nc2ccc(C(N)=O)cc2)cc([N+](=O)[O-])c1 | 5
COc1ccc(C(=O)Oc2c(CN3CCOCC3)cc(Cl)c3cccnc23)cc1 | -3
CCC(C)Sc1nnc(-c2c[nH]c3ccccc23)n1C (configuration not stated) | -10
COc1cccc(C(=O)Nc2nnc(-c3ccc(F)cc3)o2)c1 | -5
O=C(CCn1nc(-c2ccc(Cl)cc2)ccc1=O)NC1CC1 | -20
Cn1cc(CC(=O)Nc2cccc(C(F)(F)F)c2)c2ccccc21 | -2
COc1ccccc1N=c1scc(-c2ccc(S(=O)(=O)N3CCCC3)cc2)n1C | -16

An excerpt of these results, with values ahead of the structure:
14-3-3 PPI | smiles
-20 | CCOC(=O)NC(C(F)(F)F)(C(F)(F)F)P(=O)(c1ccccc1)c1ccccc1
-6 | Cc1cc(C)n(C(=O)CNC(=O)c2cccc(F)c2)n1
0 | Cc1ccc(-n2ncc3c(=O)[nH]c(SC(C)C)nc32)cc1
0 | CCCCN(CCCC)S(=O)(=O)c1ccc(C(=O)Nc2nnc(CSC)o2)cc1
0 | O=c1nc2n(-c3ccc(Cl)cc3)c3ccc([N+](=O)[O-])cc3cc-2c(=O)[nH]1
7 | Cc1cccc2nc(C(F)(F)F)nc(=O)n12
-1 | COc1ccc(S(=O)(=O)N(C)CC(=O)Nc2ccc3c(c2)OCCO3)cc1OC
6 | COc1ccc(CNC(=O)C(=O)Nc2ccccc2F)cc1
-3 | O=C(O)c1ccc(N2CCN(c3ccccc3)CC2)c([N+](=O)[O-])c1
5 | COC(=O)c1cc(C(=O)Nc2ccc(C(N)=O)cc2)cc([N+](=O)[O-])c1
-3 | COc1ccc(C(=O)Oc2c(CN3CCOCC3)cc(Cl)c3cccnc23)cc1
-10 | CCC(C)Sc1nnc(-c2c[nH]c3ccccc23)n1C (configuration not stated)
-5 | COc1cccc(C(=O)Nc2nnc(-c3ccc(F)cc3)o2)c1
-20 | O=C(CCn1nc(-c2ccc(Cl)cc2)ccc1=O)NC1CC1
-2 | Cn1cc(CC(=O)Nc2cccc(C(F)(F)F)c2)c2ccccc21
-16 | COc1ccccc1N=c1scc(-c2ccc(S(=O)(=O)N3CCCC3)cc2)n1C

The listing continues:
SMILES | 14-3-3 PPI
CC1CCCCN1C(=O)c1cn(C)c(=O)c2c1c1ccccc1n2C (configuration not stated) | 0
Cc1cc2nnc(SCC(=O)N3C(C)CCCC3C)n2c(N)n1 (configuration not stated) | -2
O=C(NCc1ccccc1)c1cc2nc(-c3ccc([N+](=O)[O-])cc3)cc(C(F)(F)F)n2n1 | -2
O=C(CCSCc1ccccc1Cl)NCc1cccs1 | 0
COc1ccc(NC(=O)Cn2c(=O)n(Cc3ccco3)c(=O)c3ccccc32)cc1 | 0
Cc1cnc(-c2nnc(N(C)C(=O)c3cccnc3)s2)cn1 | -8
COc1ccc(NC(=O)CSc2nc3c(c(=O)n2-c2ccc(F)cc2)SCC3)cc1 | -7
Cc1cc(C)c(S(=O)(=O)Nc2ccc(O)c(Cl)c2)cc1C | -3
O=C(NC1CCCC1)C1CCC(=O)N1CCc1ccccc1 (configuration not stated) | -1
Cn1cc([N+](=O)[O-])c(C(=O)Nc2ccc(C3CCCCC3)cc2)n1 | 2
O=C1CSc2ccc(C(=O)N3CCN(c4ccccn4)CC3)cc2N1 | -2
CCN1CCN(c2ccc([N+](=O)[O-])cc2S(=O)(=O)N2CCOCC2)CC1 | -5
c1ccc(-n2c(Sc3cnccn3)nnc2-c2cccs2)cc1 | -2
CCOC(=O)CSc1nnc(CSc2nc3ccccc3s2)n1C | -4
CCOC(=O)c1ccc(NC(=O)CSc2nccn2-c2ccc(F)cc2)cc1 | -4
COC(=O)C1=CN(C)C=C(C(=O)OC)C1c1ccc(Cl)cc1Cl | -2
COc1ccc(N2C(=O)CSC2c2cccc(OC)c2OC)cc1 (configuration not stated) | -9
CCOC(=O)c1c(N)n[nH]c1-c1ccc(OC)cc1 | 2
CCOC(=O)c1c(C)sc2c1N(C(C)=O)c1cc(Br)ccc1S2 | -7
Cc1ccc(F)cc1NC(=O)c1cc(Cl)ccc1Nc1ccccc1 | 5
CCCCNC(=O)c1c[nH]c2ccc(S(=O)(=O)N3CCc4ccccc4C3)cc2c1=O | -7
COc1ccc(CCN(Cc2ccccn2)S(=O)(=O)c2ccc(Cl)cc2)cc1OC | -1
Cc1cccn2c(Nc3ccccc3)c(-c3ccsc3)nc12 | 8
Cc1ccc(C2C3=C(CCCC3=O)Nc3nc(SCC(=O)NCc4ccccc4)[nH]c(=O)c32)cc1 (configuration not stated) | -106
COc1cccc(N2C(=O)C3CCCN3C2c2ccc(Cl)cc2)c1 (configuration not stated) | -12
Cn1c(SCC(=O)OCC(=O)c2ccccc2)nnc1-c1cccs1 | 2
CCOC(=O)C(O)(CCC(O)(C(=O)OCC)C(=O)OCC)C(=O)OCC | -5
c1ccc(OCCn2c(-c3ccco3)nc3ccccc32)cc1 | -43
CCN1CCN(c2ccc(-n3c(C)nc4c(cnn4-c4ccccc4Cl)c3=O)cc2)CC1 | -4
Cc1ccc(C2C3=C(Nc4ncnn42)c2cc(Cl)ccc2OC3c2ccc(F)cc2)cc1 (configuration not stated) | -2
Cc1ccc(-n2nc3c(c2NC(=O)c2ccc([N+](=O)[O-])cc2)CS(=O)(=O)C3)cc1 | -7
Cc1ccc(C(=O)CC(=O)COc2ccc(Cl)cc2)cc1 | 4
CCN1CCN(c2ncnc3c2cnn3-c2ccc(Cl)cc2)CC1 | 0
O=c1c2ccccc2n(Cc2cccc([N+](=O)[O-])c2)c(=O)n1-c1cccc(F)c1 | 1
O=C(CCS(=O)(=O)c1cc(Br)cc2c1N(C(=O)C1CC1)CC2)N1CCOCC1 | -7
CC(C)(C)NC(=O)Cn1c(=O)oc2ccc(Cl)cc21 | -4
CCC1Sc2ccccc2N(CC(=O)NC2CCCCC2)C1=O (configuration not stated) | -2
CCCCOc1ccc(-c2ncc(C(=O)O)c(C)n2)cc1 | 1
CCOc1cccc2cc(C(=O)NCc3cccnc3)c(=O)oc12 | 1
Cc1ccc(C2CC(c3ccc(Cl)cc3)n3nc(N)nc3N2)cc1 (configuration not stated) | -2
CC1CN(c2ccc(Oc3ccccc3)cc2)c2nc3c(c(=O)n(CC(N)=O)c(=O)n3C)n2C1 (configuration not stated) | -3
COc1ccc(Cl)cc1NC(=O)CSC1=NN2CCCC(=O)N=C2S1 | -13
CC(=O)c1c(C)[nH]c(C(=O)NCCc2ccc(S(N)(=O)=O)cc2)c1C | -6
COc1ccc(-n2c(-c3cccc([N+](=O)[O-])c3)nc(=S)c3c2CCCC3)cc1 | -5
COc1ccc(CC(=O)O)cc1OC | 4
CCOC(=O)C1=C(C)NC2=C(C(=O)C(C(=O)OCC)C(c3ccccc3OC)C2)C1c1cccc(Cl)c1 (configuration not stated) | -4
COc1ccc(OC)c(-n2c(=S)[nH]c3cc(C(=O)O)ccc3c2=O)c1 | 0
CCOC(=O)CSC1=Nc2ccccc2C2=NC(CC(=O)NCc3cccs3)C(=O)N12 (configuration not stated) | -3
COc1ccc(NC(=O)c2c(NC(=O)c3ccco3)sc(-c3ccccc3)c2C)cc1 | -16
O=C1OC(Nc2nccs2)c2ccccc21 (configuration not stated) | 5&-13
Cc1ccc(-c2noc(COc3cc(C)c(Br)c(C)c3)n2)cc1 | -8
CCN(CC)C(=O)CN(Cc1ccccc1)S(=O)(=O)c1ccc(F)cc1 | 1
CCOC(=O)C1=C(C)N=C2SC(CC)C(=O)N2C1c1ccc(C(C)C)cc1 (configuration not stated) | -18
Cn1c(=O)c2c(SCC(N)=O)nc(-c3ccco3)nc2n(C)c1=O | 6
COCCCNC(=O)CCn1nc(-c2ccc(Cl)cc2)ccc1=O | -7
COC(=O)C1C(=O)OC(C)(C)C2CCC(C)CC12 (configuration not stated) | -5
O=[N+]([O-])c1ccc(-c2cn(-c3ccc(Cl)cc3)c(=S)[nH]2)cc1 | -18
N#Cc1nc(-c2cccc3ccccc23)oc1N1CCCCC1 | -6
CCOC(=O)c1cnc2ccccc2c1Nc1ccc(N(C)C)cc1 | -6
Cc1ccc(NC(=O)CSc2nnc(Cn3c(=O)sc4ccccc43)n2C)cc1Cl | 0

Next part:
SMILES | 14-3-3 PPI
CCOC(=O)c1cnc2ccccc2c1Nc1ccc(C)c(C)c1 | -2
Cc1cc(C)nc(NC(=NCCc2c[nH]c3ccccc23)NC(=O)c2ccco2)n1 | 2
COc1ccc2c(c1)C(C)=CC(C)(C)N2C(=O)CSc1nnc(-c2ccc(C)cc2)o1 | 4&2
N#Cc1ccc(CSc2nnc(-c3cccnc3)n2-c2ccccc2)cc1 | -3
CCOC(=O)c1c(NC(=O)c2oc3ccccc3c2C)sc2c1CCCC2 | 5
CCOC(=O)C1=C(C)NC2=C(C(=O)CCC2)C1c1cc(Br)c(C)s1 (configuration not stated) | 4
CCCC(=O)N1CCN(S(=O)(=O)c2ccc(F)cc2)CC1 | -6
CCOc1cc(N2CCOCC2)c(OCC)cc1NC(=O)CN1C(=O)NC(Cc2ccccc2)C1=O (configuration not stated) | -7

Some of the compounds tested (hit frequency here may not be typical).
